Compound activity from PubChem.
West Nile virus CPE = inhibition of WNV-induced cytopathic effect – cell-based, CPE readout (AID 1621). West Nile virus-infected cells, CPE inhibition; higher % means a stronger effect. CPE inhibition, % at 10 µM, or IC50 in µM where a hit was titrated. hit rate 0.02% among 290,000; in the data active means a potency from the dose series; further: strong numbers were not always called active
AID2073 = disruptors of CaV2.2 binding to Mint1 – biochemical, HTRF (AID 2073); HTRF protein-protein interaction, Mint1-CaV2.2; higher % means a stronger effect; inhibition, % at 20 µM; hits with a dose series show IC50 in µM; hit rate 0.19% among 290,000; in the data active means inhibition mostly above about 51%, no sharp cut-off; further: some results filed as inactive read as strong as hits
Rac1 GTP hydrolysis = MgcRacGAP GTPase-activating activity inhibitors, confirmation, biochemical, ADP Hunter fluorescence | AID 624330 | inhibition, % at 30 µM; hits with a dose series show IC50 in µM | MgcRacGAP-stimulated Rac1 GTP hydrolysis, ADP Hunter fluorescence; higher % means a stronger effect; GST-tagged Rac1 F28L mutant substrate | hit rate 0.6% among 340,000;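 active means first-screen hits whose inhibition reached a set limit at any dose in the follow-up dose series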;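 further: fluorescence reports GDP produced by GAP-driven GTP hydrolysis; strong numbers were not always called active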
K1F lysis inhibition = inhibition of K1F phage lysis, E. coli UTI89, bacterial capsule biogenesis inhibitors, alamar blue (AID 488966) | E. coli UTI89 K1F phage lysis, alamar blue, 2 h; higher % means a stronger effect | one-dose inhibition, % at 100 µM; IC50 in µM for titrated hits | hit rate 0.02% among 340,000;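 active means phage lysis inhibition, versus mean bacterial control, above a set limit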;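 further: capsule biogenesis inhibitors block K1F phage lysis so surviving cells raise fluorescence; higher fluorescence means more inhibition of phage lysis; actives were called in the ten point dose series up to 300 µM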
Large T inhibition = TAg ATPase/helicase activity blockers – biochemical (AID 1903); SV40 large T antigen ATPase/helicase inhibition assay; higher % means a stronger effect; one-dose inhibition, % at 20 µM; IC50 in µM for titrated hits; hit rate 0.39% among 310,000; in the data active means a potency from the dose series; further: strong numbers were not always called active
Siah-1 displacement = blockers of Siah-1 interaction with plectin peptide – biochemical, fluorescence polarization, rhodamine-plectin, uHTS, primary screen (AID 1817); Siah-1 / rhodamine-plectin peptide fluorescence polarization; higher % means a stronger effect; one-dose displacement, % at 20 µM; IC50 in µM for titrated hits; hit rate 0.02% among 290,000;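 active means displacement of at least 50% at 20 µM, with a fluorescence ratio check between 0.3 and a set limit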;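 further: plate controls were Siah plus tracer with DMSO for no effect and tracer alone without Siah for full effect; strong numbers were not always called active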
RSV CPE inhibition = RSV antiviral activity via CPE protection, HEp-2 cells, primary 10 µM value included (AID 2391) | CPE inhibition, % at 10 µM, or IC50 in µM where a hit was titrated | HEp-2 cells, RSV-induced CPE inhibition; higher % means a stronger effect | hit rate 0.13% among 310,000; in the data active means a potency from the dose series; further: strong numbers were not always called active
NS5 inhibitors = flavivirus cap methylation enzyme inhibition – biochemical, confirmation dose response, primary screen (AID 588689). Dengue-2 NS5 methyltransferase capping enzyme assay, biochemical; higher % means a stronger effect. inhibition, % at 25 µM, or IC50 in µM where a hit was titrated. hit rate 0.3% among 340,000; in the data active means a potency from the dose series
NTR1 ag = agonists of NTR1, primary screen, imaging, U2OS cells, beta-arrestin-GFP, high content (AID 493036); P30989; NTR1-U2OS beta-arrestin-GFP spot imaging, agonist mode; activation, % at 20 µM; hit rate 0.17% among 330,000;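 active means activation at or above 40% of the spot to cytoplasm intensity ratio, with at least 20 cells analyzed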;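 further: 0% = DMSO without peptide and 100% = 100 nM NTR1 peptide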
Target sequence (P30989 whole entry, looked up): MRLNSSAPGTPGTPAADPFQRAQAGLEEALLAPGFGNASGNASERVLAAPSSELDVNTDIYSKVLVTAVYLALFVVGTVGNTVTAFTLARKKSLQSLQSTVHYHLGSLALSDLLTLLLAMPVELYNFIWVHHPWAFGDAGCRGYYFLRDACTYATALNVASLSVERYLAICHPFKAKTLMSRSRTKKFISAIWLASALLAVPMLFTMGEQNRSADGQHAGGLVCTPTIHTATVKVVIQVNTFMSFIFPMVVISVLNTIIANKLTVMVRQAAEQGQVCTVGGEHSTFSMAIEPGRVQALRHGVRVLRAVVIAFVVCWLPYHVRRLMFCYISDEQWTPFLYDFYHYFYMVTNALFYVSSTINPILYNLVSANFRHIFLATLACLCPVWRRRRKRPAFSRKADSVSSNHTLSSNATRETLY
NTR1 ag cell count 20 µM = also measured in NTR1 ag; calls as there; cell count; measured here: cell count, cytotoxicity flag
NS5 inhibitors pilot replicate = also measured in NS5 inhibitors; calls as there; inhibition, %; measured here: pilot screen replicate inhibition
The depositor's hits bear a star; · = no result given; [ ] = dose if it differs, or a comment. Outcome played no part in choosing rows; about 1.6% have a hit in one of these screens.

SMILES	West Nile virus CPE	AID2073	Rac1 GTP hydrolysis	K1F lysis inhibition	Large T inhibition	Siah-1 displacement	RSV CPE inhibition	NS5 inhibitors	NTR1 ag	NTR1 ag cell count 20 µM	others
COc1ccccc1NC(=O)NCC1(N(C)C)CCCCC1	-0.9%	11%	4%	0.3%	22%	-1%	1.1%	-3%	-1.6	55
COc1ccc(NC(=O)COC(=O)c2cc3c(s2)CCC3)cc1	·	·	7%	0.5%[50 µM]	·	·	2.1%	-1%	2.1	48
CN(C)c1ccc(C(=S)N2CCCC2)cc1Br	0.6%	-1%	8%	-0.1%	6%	3%	3.1%	0%	1.4	53
O=C(CN(C(=O)c1csnn1)c1ccc(F)c(Cl)c1)NC1CCCCC1	-0.8%	18%	8%	0.3%	2%	1%	0.0%	1%	-0.7	56
O=C(NCCC1=CCCCC1)c1ccc(CN2CCOCC2)cc1	-0.3%	-9%	5%	-0.3%	1%	21%	8.0%	-2%	-3.0	45
Cc1ccn(CCC(=O)NC2CC(C)(C)Cc3c2cnn3-c2ccccc2C)n1 (stereo not drawn)	0.0%	-3%	8%	-0.4%	3%	8%	1.1%	-11%	0.1	65
CS(=O)(=O)N(CC(=O)N1CCCC1)c1ccc(OCc2ccccc2)cc1	-1.6%	-5%	1%	1.3%	9%	6%	6.0%	0%	0.1	46
Cn1c(CCC(=O)O)nc2cc(S(=O)(=O)N3CCCC3)ccc21	·	·	-3%	-0.3%	·	·	·	4%	-0.1	55
CN(C(=O)Nc1ccc(Cl)cc1Cl)[C@H]1c2cc(Br)ccc2OC[C@H]1CO	-0.2%	-3%	0%	14%	9%	-6%	15%	-7%	11	65
O=C(NCC(=O)N1CCOCC1)c1ccc(Cl)c(Cl)c1	·	·	7%	-1.1%	·	·	·	10%	0.2	48
NS(=O)(=O)c1cccc(NC(=O)c2cccc(Oc3ccccc3)c2)c1	-0.4%	-4%	7%	-0.5%	1%	-2%	10%	-7%	0.8	37
COc1ccc(-c2nc3c(c(SCC(=O)N4CCOCC4)n2)COC(C)(C)C3)cc1	0.4%	1%	1%	0.1%	-2%	-7%	1.2%	-5%	-0.4	71	NS5 inhibitors pilot replicate=-5.8

Quoted at random: five records from the list, in no set order.
SMILES	West Nile virus CPE	AID2073	Rac1 GTP hydrolysis	K1F lysis inhibition	Large T inhibition	Siah-1 displacement	RSV CPE inhibition	NS5 inhibitors	NTR1 ag	NTR1 ag cell count 20 µM	others
Cc1ccn(CCC(=O)NC2CC(C)(C)Cc3c2cnn3-c2ccccc2C)n1 (stereo not drawn)	0.0%	-3%	8%	-0.4%	3%	8%	1.1%	-11%	0.1	65
CN(C(=O)Nc1ccc(Cl)cc1Cl)[C@H]1c2cc(Br)ccc2OC[C@H]1CO	-0.2%	-3%	0%	14%	9%	-6%	15%	-7%	11	65
CN(C)c1ccc(C(=S)N2CCCC2)cc1Br	0.6%	-1%	8%	-0.1%	6%	3%	3.1%	0%	1.4	53
O=C(NCC(=O)N1CCOCC1)c1ccc(Cl)c(Cl)c1	·	·	7%	-1.1%	·	·	·	10%	0.2	48
NS(=O)(=O)c1cccc(NC(=O)c2cccc(Oc3ccccc3)c2)c1	-0.4%	-4%	7%	-0.5%	1%	-2%	10%	-7%	0.8	37

(more compounds)
SMILES	West Nile virus CPE	AID2073	Rac1 GTP hydrolysis	K1F lysis inhibition	Large T inhibition	Siah-1 displacement	RSV CPE inhibition	NS5 inhibitors	NTR1 ag	NTR1 ag cell count 20 µM	others
COc1ccc(NC(=O)Cn2c(C)cc(=O)c3ccccc32)cc1	-1.1%	-5%	8%	0.4%	1%	5%	4.3%	-10%	2.3	80
COc1ccc(-c2nc(NC(=O)c3ccc(OCC(=O)Nc4ccc(F)cc4)c(OC)c3)sc2C)cc1	0.9%	28%	12%	2.5%	5%	2%	10%	5%	14	44
COc1ccc(-c2nnc(SCC(N)=O)n2N)cc1	0.3%	-5%	8%	0.1%	14%	7%	0.4%	-4%	0.3	44
CCOc1ccc(Nc2nc(CC(=O)OC)cc(=O)[nH]2)cc1	0.2%	2%	7%	0.1%	1%	0%	1.1%	-5%	-1.2	78
O=C(CSc1nc2ncccc2[nH]1)NCCc1ccccc1	0.1%	-8%	7%	1.0%	2%	7%	1.7%	-3%	0.3	59
O=C(NC(=S)NCc1cccnc1)c1cccc2ccccc12	0.3%	4%	6%	1.5%	3%	2%	-0.6%	-3%	-2.4	106
CCOC(=O)N1CCC(NC(=O)CNS(=O)(=O)c2ccc(Br)s2)CC1	-0.8%	7%	8%	1.9%	1%	-7%	1.1%	-7%	·	·
CCO/C=C1\SC(=S)N(c2ccc(Cl)cc2)C1=O	0.4%	-7%	5%	-0.3%	8%	12%	7.3%	-2%	0.2	68
COCCNC(=O)c1ccc(C(=O)C(=O)c2ccccc2)cc1	0.2%	8%	9%	2.1%	6%	3%	3.2%	-8%	-0.3	60
COc1ccc(OC)c(-n2c(=S)[nH]c3cc(C(=O)N4CCCCC4)ccc3c2=O)c1	0.4%	-40%	3%	0.2%	17%	14%	3.7%	-4%	-0.3	70
CCC(=O)Nc1nnc(/C=C/c2ccc(OC)cc2)s1	0.0%	2%	13%	-0.5%	9%	-4%	1.0%	5%	-0.7	64
COc1cccc(-c2cccc(NC(=O)C3CCN(Cc4ccc(C)o4)CC3)c2)c1	-0.3%	-9%	8%	0.4%	9%	0%	·	-14%	-0.5	66
CSc1nc2c(c(=O)[nH]c(=O)n2C)n1CCCc1ccccc1	-0.1%	1%	5%	0.0%	6%	-4%	7.2%	-5%	1.6	71
Cn1ccnc1SCC(=O)Nc1nc2c(F)c(F)c(F)cc2s1	-0.2%	-5%	9%	-0.1%	3%	2%	1.5%	-5%	2.4	39
COC(=O)c1ccc(CN2CCCC(C(=O)Nc3cccc(-n4cnnn4)c3)C2)cc1 (stereo not drawn)	0.0%	-1%	7%	1.0%	-6%	1%	2.7%	-8%	1.8	56
C=CCOc1ccccc1CNCc1cccnc1	-0.5%	32%	5%	0.7%	10%	11%	0.3%	-7%	-0.1	85
CN(c1ccccc1)S(=O)(=O)c1cccc(C(=O)N2CCN(c3ccccn3)CC2)c1	-0.1%	-4%	14%	-0.1%	-1%	0%	0.7%	3%	0.2	60
Cc1nn2c(-c3ccncc3)ccnc2c1Br	-0.5%	6%	-2%	0.3%	8%	-3%	12%	1%	1.1	66
CC(=O)c1ccc(N2CCN(CCC#N)CC2)c(F)c1	0.0%	16%	9%	-0.5%	5%	3%	-0.1%	1%	-0.6	42
O=C(COc1cccc2c1CCNC2=O)NC1CCCCC1	·	·	6%	0.8%[50 µM]	0%	·	3.3%	-5%	1.7	67
O=C(Cc1cccs1)NNC(=S)NC(=O)c1ccccc1	1.0%	3%	9%	5.5%	17%	-8%	-2.0%	-5%	0.7	46
Cc1ccc(C(=O)OCC(=O)NN2C(=O)NC3(CCC(C)CC3)C2=O)cc1 (stereo not drawn)	·	·	0%	1.4%[50 µM]	11%	·	-2.2%	-1%	1.5	58
C=CC(=O)N=c1sc2ccccc2n1-c1ccccc1	0.5%	-3%	-2%	-0.7%	0%	-5%	-0.4%	-16%	2.4	29
CCCN1CCC(N2CCCC(C(=O)O)C2)CC1 (stereo not drawn)	0.7%	-4%	-5%	0.8%	-12%	2%	-0.2%	-7%	2.0	51
CCCCCC1CCC(C(=O)NNC(=S)NCC)CC1 (stereo not drawn)	-1.1%	-28%	8%	0.1%	-3%	1%	3.2%	2%	0.1	64	NS5 inhibitors pilot replicate=-0.3
Cn1cc([N+](=O)[O-])c(C(=O)NC2CCCC2)n1	-0.2%	6%	10%	1.1%[50 µM]	·	-4%	·	1%	-0.4	64
O=C(NCCN1CCC(Cc2ccccc2)CC1)C1CCCN(S(=O)(=O)c2cnc[nH]2)C1 (stereo not drawn)	·	-7%	4%	-1.6%	18%	4%	1.2%	0%	1.0	70
C=CCNC(=O)/C(=C\c1ccc2c(c1)OCO2)NC(=O)c1ccc(Br)cc1	·	4%	4%	0.3%	0%	3%	1.1%	-3%	0.7	43
CC(C)CCOc1ncnc2c1sc1nc3c(cc12)CSC(C)(C)C3	-0.5%	-10%	8%	-0.3%	22%	7%	·	-3%	·	·
CCc1ccc(/C=C2/SC(=S)N(CCC(=O)Nc3ccc(C(=O)O)cc3)C2=O)cc1	-1.6%	34%	9%	1.1%[50 µM]	15%	0%	2.2%	-17%	4.4	52
Cc1ccc(C)c(NC(=O)CSc2nc3ccccc3nc2N2CCOCC2)c1	0.8%	6%	6%	-0.2%	7%	-4%	4.2%	-4%	6.8	59
Cc1ccc(C(=O)Nc2ccc(S(=O)(=O)N3CCN(C)CC3)cc2)cc1	-0.1%	9%	-5%	1.2%	5%	4%	0.1%	-9%	-0.8	66
Cc1cc(C(C)(C)C)cc(C)c1COC(=O)C1CCC(=O)N1 (stereo not drawn)	0.0%	2%	10%	0.1%	9%	-3%	0.5%	-5%	-0.5	53
Cc1cc([N+](=O)[O-])c(C)cc1-c1ccc(/C=N/n2cnnc2)o1	-0.9%	5%	12%	0.0%	9%	26%	3.5%	14%	1.4	50
CCc1nc2ccccc2c(C(=O)Nc2ccc(C)cc2)c1C	-0.8%	1%	8%	0.0%	5%	-3%	0.9%	3%	1.7	60	NS5 inhibitors pilot replicate=-4.6
O=C(O)C1CCN(C(=O)c2ccccc2N2C(=O)[C@@H]3Cc4c([nH]c5ccccc45)C(c4cccc(Cl)c4)N3C2=O)CC1 (stereo partly drawn)	-0.2%	12%	2%	-1.2%	9%	5%	2.4%	6%	-0.8	97
O=C1C(Oc2ccc(Cl)cc2)C(c2ccc3c(c2)OCO3)N1CC1CCCO1 (stereo not drawn)	-0.2%	-7%	8%	-0.1%	27%	-5%	1.4%	-6%	-0.5	96
Nc1nc(-c2ccco2)nc(N2CCCCC2)n1	0.3%	32%	12%	1.2%	8%	-1%	0.8%	4%	2.1	35
COCC(=O)N1CCC(Oc2cccc(C(=O)NCc3ccccn3)c2)CC1	0.2%	24%	4%	0.3%	9%	5%	1.9%	-6%	1.4	72
CCOC(=O)C1CCN(c2nc3c(C)cccn3c(=O)c2/C=C(\C#N)S(=O)(=O)c2ccccc2)CC1	-0.2%	15%	9%	0.5%	5%	7%	3.6%	-12%	13	57
COc1ccc(-c2nnc3sc(C(C)N4C(=O)c5ccccc5C4=O)nn23)cc1 (stereo not drawn)	0.1%	0%	8%	9.4%	2%	-3%	1.0%	1%	-0.2	65
COCCN(CC(=O)Nc1ccccc1C)S(=O)(=O)c1ccc(S(=O)(=O)N2CCCC2)cc1	·	-5%	9%	-1.6%	21%	-2%	1.0%	-1%	-1.2	65
CCC1(CC)Cc2ccccc2C(N)=C1C#N	-0.1%	6%	12%	0.5%	0%	0%	0.3%	2%	1.7	45
CCn1nc(C)c(NC(=O)c2ccc(Cl)cc2)c1C	0.1%	17%	9%	0.9%	-7%	2%	3.2%	-10%	0.9	46
